Bioassay records (PubChem)
NTR1 ag – agonists of NTR1, primary screen, imaging, U2OS cells, beta-arrestin-GFP, high content (AID 493036); Neurotensin receptor type 1 (Homo sapiens), P30989; NTR1-U2OS beta-arrestin-GFP spot imaging, agonist mode; activation, % at 20 µM; hit rate 0.17% among 330,000;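 active means activation at or above 40% of the spot to cytoplasm intensity ratio, with at least 20 cells analyzed; inconclusive means wells under 20 cells, flagged as cytotoxic or low count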;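 further: 0% = DMSO without peptide and 100% = 100 nM NTR1 peptide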
Target sequence (P30989 whole entry, looked up): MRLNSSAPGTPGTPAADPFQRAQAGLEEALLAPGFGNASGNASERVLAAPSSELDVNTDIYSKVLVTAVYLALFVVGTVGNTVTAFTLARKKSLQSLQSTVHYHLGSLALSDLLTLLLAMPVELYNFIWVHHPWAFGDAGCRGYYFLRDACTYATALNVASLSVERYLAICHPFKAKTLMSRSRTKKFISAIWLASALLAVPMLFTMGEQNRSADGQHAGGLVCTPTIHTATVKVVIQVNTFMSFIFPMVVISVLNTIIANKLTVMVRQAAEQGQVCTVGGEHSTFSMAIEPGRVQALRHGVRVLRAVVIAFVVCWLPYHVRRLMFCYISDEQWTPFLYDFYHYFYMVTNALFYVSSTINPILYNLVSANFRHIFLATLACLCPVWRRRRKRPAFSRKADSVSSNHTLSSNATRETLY
K1F lysis inhibition – inhibition of K1F phage lysis, E. coli UTI89, bacterial capsule biogenesis inhibitors, alamar blue (AID 488966); hit rate 0.02% among 340,000; one-dose inhibition, % at 100 µM; IC50 in µM for titrated hits; E. coli UTI89 K1F phage lysis, alamar blue, 2 h; higher % means a stronger effect;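 active means phage lysis inhibition, versus mean bacterial control, above a set limit; inconclusive means no clear call, values can overlap the other calls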;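 further: capsule biogenesis inhibitors block K1F phage lysis so surviving cells raise fluorescence; higher fluorescence means more inhibition of phage lysis; actives were called in the ten point dose series up to 300 µM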
HIV peptide binding – inhibitors of HIV fusion peptide binding, primary screen, biochemical, uHTS, fluorescence dequenching (AID 1986); cell-free peptide binding, fluorescence dequenching, 30 min; higher % means a stronger effect; one-dose inhibition, % at 20 µM; IC50 in µM for titrated hits; hit rate 0.3% among 290,000; in the data active means inhibition mostly above about 52%, no sharp cut-off; inactive means mostly below about 76%; further: some results filed as inactive read as strong as hits
AID2073 – inhibitors of Mint1-CaV2.2 protein interaction, biochemical, HTRF (AID 2073); Voltage-dependent N-type calcium channel subunit alpha-1B (Homo sapiens); HTRF protein-protein interaction, Mint1-CaV2.2; higher % means a stronger effect; one-dose inhibition, % at 20 µM; IC50 in µM for titrated hits; hit rate 0.19% among 290,000; in the data active means inhibition mostly above about 51%, no sharp cut-off; inconclusive means no clear call, values can overlap the other calls; inactive means mostly below about 53%; further: some results filed as inactive read as strong as hits
GPR35 antagonists – GPR35 antagonists blocking zaprinast-driven arrestin recruitment, primary screen, imaging, U2OS, beta-arrestin-GFP, zaprinast agonist (AID 2058). one-dose inhibition, % at 10 µM; IC50 in µM for titrated hits. hit rate 0.052% among 290,000. U2OS GPR35 beta-arrestin-GFP translocation imaging, zaprinast antagonism; higher % means a stronger effect;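 active means inhibition of at least 50% with at least 30 cells and total cytoplasm GFP at most 10,000,000; inconclusive means under 30 cells or total GFP of 10,000,000 plus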
NS5 inhibitors – Dengue-2 NS5 methyltransferase inhibitors, primary screen, biochemical, confirmation dose response (AID 588689). hit rate 0.3% among 340,000. Dengue-2 NS5 methyltransferase capping enzyme assay, biochemical; higher % means a stronger effect. Genome polyprotein (Dengue virus type 2 (strain 16681-PDK53)). one-dose inhibition, % at 25 µM; IC50 in µM for titrated hits; in the data active means a potency from the dose series; inconclusive means inhibition above about 29% without an active follow-up result
Siah-1 displacement – Siah-1 peptide-binding antagonists, primary screen, biochemical, fluorescence polarization, rhodamine-plectin, uHTS (AID 1817); Siah-1 / rhodamine-plectin peptide fluorescence polarization; higher % means a stronger effect; displacement, % at 20 µM, or IC50 in µM where a hit was titrated; hit rate 0.02% among 290,000;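 active means displacement of at least 50% at 20 µM, with a fluorescence ratio check between 0.3 and a set limit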;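 further: plate controls were Siah plus tracer with DMSO for no effect and tracer alone without Siah for full effect; strong numbers were not always called active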
GPR55 antagonists – GPR55 antagonists blocking LPI-driven arrestin recruitment, primary screen, imaging, U2OS, beta-arrestin-GFP, LPI agonist (AID 2013); G-protein coupled receptor 55 (Homo sapiens); U2OS GPR55 beta-arrestin-GFP translocation imaging, LPI antagonism; higher % means a stronger effect; inhibition, % at 10 µM; hits with a dose series show IC50 in µM; hit rate 0.13% among 290,000;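 active means spots per cell inhibited over 60%, with over 100 cells counted and total cytoplasm intensity under 500,000; inconclusive means wells with under 100 cells, flagged as likely toxic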;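 further: U2OS cells stably carrying GPR55 and arrestin-GFP stimulated by 5 µM LPI near EC80; imaged beta-arrestin-GFP aggregate spots per cell after agonist stimulation; plate controls were LPI-stimulated DMSO wells for no effect and DMSO wells without LPI for full effect; some results filed as inactive read as strong as hits; confirmed hits need IC50 under 10 µM and bright autofluorescent wells are also inconclusive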
GPR55 activation – GPR55 agonists via beta-arrestin recruitment, primary screen, imaging, U2OS cells, beta-arrestin-GFP redistribution (AID 1961) | hit rate 0.048% among 290,000 | G-protein coupled receptor 55 (Homo sapiens) | activation, % at 10 µM, or EC50 in µM where a hit was titrated | U2OS GPR55 beta-arrestin-GFP redistribution imaging; higher % means a stronger effect;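 active means activation above 40% with more than 50 cells counted in the well; inconclusive means wells holding fewer than 50 cells, flagged as toxic or sparse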;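 further: U2OS osteosarcoma cells stably expressing GPR55 and beta-arrestin-GFP; plate controls were DMSO negative control for no effect and LPI positive control for full effect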
NTR1 ag cell count 20 µM – recorded beside NTR1 ag, whose call it bears; cell count; measured here: cell count, cytotoxicity flag
Starred values were filed as active, the others as inactive; [ ] = dose if it differs, or a comment.

How did Cc1ccc(NC(=O)Nc2ccc3c(c2)C(=O)OC3)cc1Cl do in these assays?
NTR1 ag: 1.4; HIV peptide binding: 2.7%; AID2073: 18.8%; GPR35 antagonists: 9.5%; Siah-1 displacement: 11.7%; GPR55 antagonists: 17.8%; GPR55 activation: -0.1%; NTR1 ag cell count 20 µM: 48

What do the screens show for `CCc1ccc(-c2nc(SCC(=O)NC3CCCC3)n[nH]2)cc1`?
NTR1 ag: 2.5; K1F lysis inhibition: -0.8%[50 µM]; HIV peptide binding: -1.3%; AID2073: 0.9%; GPR35 antagonists: -7.8%; NS5 inhibitors: -1.3%; Siah-1 displacement: 1.9%; GPR55 antagonists: 2.9%; GPR55 activation: 0.4%; NTR1 ag cell count 20 µM: 54

How did CCOC(=O)c1c(NC(=O)COC(=O)CCS(=O)(=O)c2ccc(C)cc2)sc(C)c1C do in these assays?
NTR1 ag: 0.1; K1F lysis inhibition: 3.5%; HIV peptide binding: 1.7%; AID2073: 5.7%; GPR35 antagonists: -9.5%; NS5 inhibitors: -4.4%; Siah-1 displacement: 3.8%; GPR55 antagonists: -1.8%; GPR55 activation: 0.3%; NTR1 ag cell count 20 µM: 37

What do the screens show for `C=CCOc1nc2sc(C)c(C)c2c(=O)n1-c1ccccc1`?
NTR1 ag: 2.4; K1F lysis inhibition: -2.6%; HIV peptide binding: -0.8%; AID2073: 7.7%; GPR35 antagonists: 3.9%; NS5 inhibitors: 0.8%; Siah-1 displacement: -6.9%; GPR55 antagonists: 24.5%; GPR55 activation: 0.3%; NTR1 ag cell count 20 µM: 68

What do the screens show for `CCS(=O)(=O)c1ccc(S(=O)(=O)CC)s1`?
NTR1 ag: -1.9; K1F lysis inhibition: 0.2%; HIV peptide binding: -0.8%; AID2073: -4.3%; GPR35 antagonists: 6.0%; NS5 inhibitors: 0.0%; Siah-1 displacement: 1.7%; GPR55 antagonists: -0.4%; GPR55 activation: -0.1%; NTR1 ag cell count 20 µM: 74

How did CCc1ccc2nc(SCC(=O)Nc3nnc(C)s3)c(C)cc2c1 do in these assays?
NTR1 ag: -0.4; K1F lysis inhibition: -0.3%; HIV peptide binding: -1.1%; AID2073: 32.8%; GPR35 antagonists: 6.4%; NS5 inhibitors: -1.5%; Siah-1 displacement: 6.1%; GPR55 antagonists: -22.3%; GPR55 activation: -0.3%; NTR1 ag cell count 20 µM: 37

How did COc1cc(S(=O)(=O)NCCN2CCOCC2)c(OC)cc1Cl do in these assays?
NTR1 ag: 12.7; K1F lysis inhibition: 1.1%; HIV peptide binding: -2.4%; AID2073: 4.4%; GPR35 antagonists: -6.8%; NS5 inhibitors: -7.7%; Siah-1 displacement: -0.6%; GPR55 antagonists: -1.1%; GPR55 activation: -0.3%; NTR1 ag cell count 20 µM: 88

Results for CC(C)Cn1c(=S)[nH]c2cc(C(=O)O)ccc2c1=O ?
NTR1 ag: 0.6; K1F lysis inhibition: -0.7%; HIV peptide binding: 0.3%; AID2073: -12.7%; GPR35 antagonists: -17.9%; NS5 inhibitors: -7.0%; Siah-1 displacement: -1.8%; GPR55 antagonists: 10.4%; GPR55 activation: 0.4%; NTR1 ag cell count 20 µM: 67

Results for COC(CNC(=O)C1CCN(S(=O)(=O)c2ccc3nc4c(c(C(=O)O)c3c2)CC(C)CC4)CC1)OC (stereo unspecified) ?
NTR1 ag: -0.4; K1F lysis inhibition: 0.2%; HIV peptide binding: 15.8%; AID2073: 27.4%; GPR35 antagonists: 5.3%; NS5 inhibitors: 7.3%; Siah-1 displacement: -0.5%; GPR55 antagonists: 8.9%; GPR55 activation: 0.6%; NTR1 ag cell count 20 µM: 54

How did N#C/C(=C\c1c(N2CCCCCC2)nc2ccccn2c1=O)C(=O)NCc1ccco1 do in these assays?
NTR1 ag: -0.3; K1F lysis inhibition: -0.8%; HIV peptide binding: 3.9%; AID2073: 14.3%; GPR35 antagonists: -3.2%; NS5 inhibitors: -5.4%; Siah-1 displacement: 0.9%; GPR55 antagonists: -15.7%; GPR55 activation: 0.3%; NTR1 ag cell count 20 µM: 65

How did Cc1cccc(CSCCNC(=O)CCSc2ccccc2)c1 do in these assays?
NTR1 ag: -1.4; K1F lysis inhibition: 0.4%; HIV peptide binding: -0.1%; AID2073: -3.7%; GPR35 antagonists: 11.3%; NS5 inhibitors: -4.5%; Siah-1 displacement: -3.9%; GPR55 antagonists: -4.6%; GPR55 activation: -0.2%; NTR1 ag cell count 20 µM: 78

What do the screens show for `O=C(N1CCN(Cc2ccc3c(c2)OCO3)CC1)C(Cl)(Cl)Cl`?
NTR1 ag: 2.1; K1F lysis inhibition: 5.5%; HIV peptide binding: -2.8%; AID2073: 15.5%; GPR35 antagonists: 9.4%; NS5 inhibitors: -6.2%; Siah-1 displacement: -1.2%; GPR55 antagonists: 21.0%; GPR55 activation: 0.3%; NTR1 ag cell count 20 µM: 50

Results for Fc1ccc(Cn2nnnc2C(c2cccs2)N2CCCCCC2)cc1 (stereo unspecified) ?
NTR1 ag: 3.9; K1F lysis inhibition: 0.0%; HIV peptide binding: 1.8%; AID2073: 16.5%; GPR35 antagonists: -14.5%; NS5 inhibitors: -4.9%; Siah-1 displacement: -2.7%; GPR55 antagonists: 9.4%; GPR55 activation: 0.9%; NTR1 ag cell count 20 µM: 56

Results for Cc1ccc(S(=O)(=O)N/N=C\c2ccc([N+](=O)[O-])o2)cc1 ?
NTR1 ag: 0.2; K1F lysis inhibition: -4.0%; HIV peptide binding: 4.4%; AID2073: -9.3%; GPR35 antagonists: -6.4%; NS5 inhibitors: -9.6%; Siah-1 displacement: 4.3%; GPR55 antagonists: 10.3%; GPR55 activation: 0.3%; NTR1 ag cell count 20 µM: 44

What do the screens show for `N#C/C(=C\c1ccc(C(=O)O)cc1)S(=O)(=O)c1cc(Br)ccc1Br`?
NTR1 ag: -1.2; K1F lysis inhibition: 0.2%; HIV peptide binding: 0.5%; AID2073: inconclusive; GPR35 antagonists: 13.1%; NS5 inhibitors: 3.8%; Siah-1 displacement: -1.9%; GPR55 antagonists: -11.2%; GPR55 activation: -1.1%; NTR1 ag cell count 20 µM: 65

How did O=C(NCC(=O)N(Cc1cccs1)C(C(=O)NC1CCCCC1)c1ccncc1)c1ccco1 (stereo unspecified) do in these assays?
NTR1 ag: -1.4; K1F lysis inhibition: -1.1%; HIV peptide binding: 8.3%; AID2073: 2.2%; GPR35 antagonists: -5.3%; NS5 inhibitors: -2.4%; Siah-1 displacement: 3.7%; GPR55 antagonists: -2.6%; GPR55 activation: 1.2%; NTR1 ag cell count 20 µM: 45

How did CC(=O)N1c2ccc(S(=O)(=O)N3c4ccccc4CC3C)cc2CC1C (stereo unspecified) do in these assays?
NTR1 ag: 1.0; K1F lysis inhibition: 0.0%; HIV peptide binding: 0.1%; AID2073: 14.6%; GPR35 antagonists: 11.1%; NS5 inhibitors: 1.4%; Siah-1 displacement: -2.5%; GPR55 antagonists: -13.4%; GPR55 activation: -0.2%; NTR1 ag cell count 20 µM: 60

How did COC(=O)COc1ccccc1C(=O)Nc1ccc(OC)cc1 do in these assays?
NTR1 ag: -0.1; K1F lysis inhibition: 0.4%; HIV peptide binding: -1.3%; AID2073: 4.4%; GPR35 antagonists: 0.2%; NS5 inhibitors: -3.5%; Siah-1 displacement: -2.5%; GPR55 antagonists: 17.1%; GPR55 activation: 0.6%; NTR1 ag cell count 20 µM: 76

Results for CC(O)c1nc2c(c(=O)n(C)c(=O)n2C)n1C (stereo unspecified) ?
NTR1 ag: -1.3; K1F lysis inhibition: 0.2%[50 µM]; HIV peptide binding: -1.1%; AID2073: -15.3%; GPR35 antagonists: -5.3%; NS5 inhibitors: -0.3%; Siah-1 displacement: -2.7%; GPR55 antagonists: -12.4%; GPR55 activation: -0.6%; NTR1 ag cell count 20 µM: 65

How did CS(=O)(=O)c1ccc(C(=O)N(CCc2ccccc2)Cc2ccccc2)cc1 do in these assays?
NTR1 ag: 1.2; K1F lysis inhibition: -0.3%; HIV peptide binding: -1.9%; AID2073: 4.4%; GPR35 antagonists: -10.2%; NS5 inhibitors: 0.3%; Siah-1 displacement: 3.5%; GPR55 antagonists: 13.9%; GPR55 activation: -0.2%; NTR1 ag cell count 20 µM: 73

How did CCC1(C)Cc2nc3sc(C(=O)O)c(N)c3cc2CO1 (stereo unspecified) do in these assays?
NTR1 ag: 0.6; K1F lysis inhibition: 2.1%; HIV peptide binding: 21.3%; AID2073: 23.8%; GPR35 antagonists: -1.4%; NS5 inhibitors: -6.1%; Siah-1 displacement: -1.1%; GPR55 antagonists: 3.0%; GPR55 activation: -0.3%; NTR1 ag cell count 20 µM: 60

What do the screens show for `O=C(Nc1cccs1)Nc1ccccc1Cl`?
NTR1 ag: -0.9; K1F lysis inhibition: -0.1%; HIV peptide binding: -1.3%; AID2073: 8.8%; GPR35 antagonists: 7.9%; NS5 inhibitors: -12.3%; Siah-1 displacement: -8.0%; GPR55 antagonists: 5.4%; GPR55 activation: -0.1%; NTR1 ag cell count 20 µM: 34

What do the screens show for `Cn1c(=O)n(CC#N)c2ccccc21`?
NTR1 ag: -1.2; K1F lysis inhibition: 1.0%; HIV peptide binding: 0.4%; AID2073: 12.3%; GPR35 antagonists: 3.5%; NS5 inhibitors: -2.4%; Siah-1 displacement: 1.1%; GPR55 antagonists: 8.5%; GPR55 activation: -0.1%; NTR1 ag cell count 20 µM: 85

How did N#Cc1c(/N=C/N2CCCC2)oc(-c2ccccc2)c1-c1ccccc1 do in these assays?
NTR1 ag: 2.4; K1F lysis inhibition: 0.2%; HIV peptide binding: -3.8%; AID2073: 26.2%; GPR35 antagonists: 11.9%; NS5 inhibitors: -4.8%; Siah-1 displacement: -1.8%; GPR55 antagonists: 0.558µM*; GPR55 activation: -0.4%; NTR1 ag cell count 20 µM: 53

What do the screens show for `COc1cccc(C2CC(c3ccc(Cl)cc3Cl)Nc3nc(N)nn32)c1` (stereo unspecified)?
NTR1 ag: 1.4; K1F lysis inhibition: -1.4%; HIV peptide binding: 0.2%; AID2073: 1.4%; GPR35 antagonists: 13.2%; NS5 inhibitors: -6.2%; Siah-1 displacement: 2.4%; GPR55 antagonists: 0.5%; GPR55 activation: -0.1%; NTR1 ag cell count 20 µM: 63
